A549 viability – A549 cytotoxicity, counter-screen for Nrf2 inhibitors; A549 ARE-Fluc cells, CellTiter-Fluor viability, 18-24 h; AID 504648; 0.16% of 390,000 active; Potency, µM (highest dose often 46 µM), inactives show at the highest dose activity change, negative = cytotoxicity, usual class: inhibitors; note: % is set by controls: 0 for no effect and ±100 for the full control effect
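Cytotoxicity counterscreen: CellTiter-Fluor fluorescence was measured in A549 ARE_Fluc cells after 18-24 h of compound exposure in a concentration series. The subsequent BugLite luminescent read reports ARE-luciferase activity.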
TGFb SMAD3 inh – TGF-b pathway inhibition. HepG2 CAGA-GFP TGF-b/SMAD3 reporter, GFP fluorescence, 18 h; TGF-beta stimulated, 500 pg/mL final. Potency, µM (doses to about 46.1 µM), for inactives: at the top dose activity, negative = inhibition, hits mostly inhibitors. 1.2% of 410,000 active. AID 588855; note: % is set by controls: 0 for no effect and ±100 for the full control effect; nearly all actives have a fitted effect of over 65% in size
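HEPG2 CAGA-GFP, 1000 cells/well; 2 h settle, 37 C; cpd via pin tool; TGF-b 500 pg/mL final; 18 h, 37 C; GFP imaging ex488/em500-530; %Activity normalised to -TGF-b and +DMSO controls; CRC fit, curve class.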
ATXN2 expr inh – ATXN2 expression inhibition; HEK-293 ATXN2-luciferase reporter, luminescence, 24 h; 0.72% of 360,000 active; Potency, µM (doses to about 57 µM), for the others: at the highest dose activity change, negative = inhibition, hits mostly inhibitors; AID 1745845; note: % is set by controls: 0 for no effect and ±100 for the full control effect; nearly all actives have a fitted effect of over 55% in size
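qHTS (up to 57 uM final) was run with 24 h compound exposure of reporter cells at 37 °C. Each well was multiplexed: SteadyGlo luminescence measured ATXN2-luciferase expression after a fluorogenic Gly-Phe-AFC viability readout (25 uM final).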
EPAC2 antag – blocks human EPAC2 exchange factor; 0.18% of 360,000 active; AID 720708; Potency, µM (highest dose often 114 µM), without a hit: at the highest dose activity, negative = inhibition, most hits filed as inhibitors; EPAC2 GEF exchange of Rap1B-BODIPY-GDP, fluorescence; note: % is set by controls: 0 for no effect and ±100 for the full control effect; nearly all actives have a fitted effect of over 45% in size; many of its hits are not listed in these tables
Target sequence (Q8WZA2 whole entry, looked up): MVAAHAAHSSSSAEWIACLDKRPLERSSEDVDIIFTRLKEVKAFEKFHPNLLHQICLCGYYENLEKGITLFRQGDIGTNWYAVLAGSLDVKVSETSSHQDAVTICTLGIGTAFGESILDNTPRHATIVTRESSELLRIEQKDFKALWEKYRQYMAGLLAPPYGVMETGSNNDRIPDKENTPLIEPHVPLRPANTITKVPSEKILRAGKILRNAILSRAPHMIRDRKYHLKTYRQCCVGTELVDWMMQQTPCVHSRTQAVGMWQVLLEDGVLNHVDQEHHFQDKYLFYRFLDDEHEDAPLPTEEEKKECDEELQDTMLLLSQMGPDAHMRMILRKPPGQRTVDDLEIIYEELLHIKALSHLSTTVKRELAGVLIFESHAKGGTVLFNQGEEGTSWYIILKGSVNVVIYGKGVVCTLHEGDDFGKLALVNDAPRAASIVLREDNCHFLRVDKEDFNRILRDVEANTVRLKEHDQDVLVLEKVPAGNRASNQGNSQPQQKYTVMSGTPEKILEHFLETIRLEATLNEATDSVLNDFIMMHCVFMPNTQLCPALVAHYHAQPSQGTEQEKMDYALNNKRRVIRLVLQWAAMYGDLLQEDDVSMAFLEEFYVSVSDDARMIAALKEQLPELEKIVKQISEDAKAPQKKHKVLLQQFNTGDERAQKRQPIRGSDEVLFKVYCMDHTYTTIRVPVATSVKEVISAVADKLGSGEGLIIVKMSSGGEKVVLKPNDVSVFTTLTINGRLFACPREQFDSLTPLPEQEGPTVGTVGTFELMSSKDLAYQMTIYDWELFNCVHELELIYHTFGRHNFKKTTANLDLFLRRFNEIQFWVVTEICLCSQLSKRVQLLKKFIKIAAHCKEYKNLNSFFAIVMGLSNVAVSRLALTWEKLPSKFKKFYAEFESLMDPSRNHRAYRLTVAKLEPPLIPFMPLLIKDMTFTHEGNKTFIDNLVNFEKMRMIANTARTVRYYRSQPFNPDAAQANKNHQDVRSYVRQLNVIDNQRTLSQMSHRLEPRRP
HepG2 tox – counter-screen for TGF-b inhibitors: cytotoxicity in HepG2 cells; 0.76% of 410,000 active; AID 588856; Potency, µM (highest dose often 46.1 µM), inactives show top-dose activity change, negative = cytotoxicity, usual class: cytotoxic; HepG2 CAGA-GFP viability, ATP luminescence, 18 h; note: some results filed as inactive show a strong effect at the top dose
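CellTiter-Glo luminescence gave cytotoxicity after 18 hours at 37 degrees C. The cells were HepG2 CAGA-GFP in 1% FBS DMEM, stimulated with 500 pg/mL TGF-beta after compound addition. %Activity was normalised to no-cell wells (complete cell-killing) and DMSO (no toxicity), and curves were fitted and classified.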
MCF10A rerep – DNA re-replication induction in MCF 10a cells; MCF 10A DNA re-replication, Hoechst nuclear intensity, 48 h; Potency, µM (doses to about 46.1 µM), for the others: top-dose activity, positive = re-replication, most hits filed as activators; 2.9% of 350,000 active; AID 624296; note: % of control where 0% means no effect; nearly all actives have a fitted effect of over 50% in size
Nrf2 block – Nrf2 pathway inhibition. A549 ARE-Fluc reporter, luciferase luminescence, 18-24 h. Potency, µM (doses to about 46 µM), without a hit: top-dose activity change, negative = inhibition, most hits filed as inhibitors. 2.1% of 360,000 active. AID 504444; note: % is set by controls: 0 for no effect and ±100 for the full control effect; nearly all actives have a fitted effect of over 60% in size
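Nrf2 activity is the BugLite luminescence, read 15 min after reagent at room temperature, following CellTiter-Fluor cytotoxicity readout (30 min, 37C). Compound titrations were applied for 18-24 h to 5000 A549 ARE_Fluc cells/well in 5% FBS OPTI-MEM.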
ATXN viability – cell viability loss in ATXN counter-screen. S2 cells (HEK-293 line with an ATXN2-luciferase reporter) viability, CellTiter-Fluor protease fluorescence, 24 h. Potency, µM (highest dose often 56.7 µM), hits mostly cytotoxic. 0.49% of 400,000 active; note: nearly all actives have a fitted effect of over 40% in size
Nrf2 ARE act – Nrf2 pathway activation; AREc32 ARE-luciferase reporter (MCF7-derived line), luminescence, 24 h; Potency, µM (doses to about 46.1 µM), without a hit: top-dose activation, actives largely listed as activators; 0.31% of 410,000 active; AID 624171; note: % of control where 0% means no effect; nearly all actives have a fitted effect of over 65% in size
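Each well held 1000 AREc32 cells, which were incubated with compound for 24 hr at 37 deg C after overnight attachment, and ARE reporter activity was quantified by firefly luciferase luminescence.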
* hit, by the source's call; i = inactive; ? = inconclusive; / = not tested or not shown; [ ] = dose if it differs, or a comment. Calls come from the whole dose curve; as a rule, active = well fitted curve in the direction sought with a large enough effect; inconclusive = small, poorly fitted or top-dose-only effect, or another doubt; inactive = no such curve, though single readings can be large; an effect the other way counts as inactive or inconclusive. Potency is the fitted concentration of half-maximal effect. These rows are one share of the data, so the mix of outcomes need not match the whole.

SMILES | A549 viability | TGFb SMAD3 inh | ATXN2 expr inh | EPAC2 antag | HepG2 tox | MCF10A rerep | Nrf2 block | ATXN viability | Nrf2 ARE act
CCCn1c(=O)c2sccc2n2c(CCCC(=O)NC3CCN(Cc4ccccc4)CC3)nnc12 | 10% | -16% | / | 7% | -16% | 10% | 7% | ? | 0.7%
NC(=O)c1c(NC(=O)c2ccncc2)sc2c1CCCC2 | 1% | -40% | / | 0% | -28% | 2% | -13% | i | 4.3%
COc1ccc(C(=O)NCc2nnc(SCC(=O)NCCc3ccccc3)o2)cc1 | -11% | 4% | / | 8% | 1% | -12% | -21% | ? | 0.9%
Cc1ccc2nc(CSc3nnc(-c4ccco4)o3)cc(=O)n2c1 | / | -4% | -20% | 16% | 2% | -4% | 11% | i | 8.9%
CNC(=O)[C@@]1(C)C=C[C@@H](Cc2ccccc2)N1C(=O)OC | 5% | -16% | 24% | 19% | -1% | 12% | 5% | i | 6.2%
CCOC(=O)c1c(C)[nH]c(C)c1C(=O)COc1ccc(NC(=O)c2ccco2)cc1 | 20% | 1% | 1% | 8% | 1% | 1% | ? | i | 0.6%
O=C(COC(=O)c1c(F)cccc1Cl)NC1CCCCC1 | -3% | 16% | 7% | 1% | 5% | -3% | 17% | i | 2.9%
CCSc1nnc(C)c(=O)n1COC(=O)c1ccc(S(=O)(=O)N2CCCC2)cc1 | -3% | 11% | 7% | -4% | -12% | 1% | -4% | i | -0.6%
O=C(Nc1sc2c(c1C(=O)O)CCC2)c1ccc(F)cc1 | ? | 3% | 17%[11.3 µM] | -4% | 4% | -10% | ? | i | -0.3%
COc1ccc(C2=CC(c3cccc(C)c3)n3nnnc3N2)cc1 (stereo not drawn) | 8% | -15% | -3% | / | 0% | / | -4% | / | 11%
CCOC(=O)C1(CC2CC2)CCN(C(=O)c2cccnc2C)CC1 | -7% | 0% | 79%[activator] | 9% | 0% | -1% | 22% | i | 0.0%
O=C(CSc1nc2nc3c(cc2c(=O)n1-c1ccccc1)CCCC3)Nc1cccc2ccccc12 | -26% | -33% | 1% | 23% | -29% | -1% | -17% | i | 0.1%
O=C(CN1CCCc2ccccc21)Nc1cc(S(=O)(=O)N2CCCC2)ccc1Cl | -1% | -16% | -23% | 2% | -21% | 21% | ? | ? | -0.7%
CSc1ccccc1C(=O)Nc1ccc(C)c(C)c1 | 8% | -9% | 46%[activator] | -6% | -17% | 24% | ? | i | 3.8%
c1ccc2c(c1)oc1c(N3CCN(Cc4ccc5c(c4)OCO5)CC3)ncnc12 | -8% | ? | 5% | 3% | -43% | ? | ? | i | 5.0%
O=C(CNC(=O)[C@@H]1Cc2ccccc2CN1)NC1CCCCC1 | 1% | 10% | / | 0% | 0% | ? | 3% | i | 0.6%
O=C(NC(=S)NC1CCCCC1)c1ccc(F)cc1 | 8% | 1% | 51%[activator] | -14% | -6% | -1% | ? | i | 0.1%
CC(C)N1CCC(N2CCN(Cc3ccc(-c4ccccc4Cl)o3)CC2CCO)CC1 (stereo not drawn) | -20% | 7% | -18% | -10% | -17% | ? | 27% | i | 4.4%
COc1ccc(N2CCN(C(=O)CCCC(=O)c3ccccc3)CC2)cc1 | -4% | -1% | 9% | 8% | -28% | -4% | -8% | i | 2.4%
O=c1[nH]cnc2c1ncn2[C@@H]1O[C@H](COS(=O)(=O)O)[C@@H](O)[C@H]1O | 1% | ? | -4% | 8% | 3% | 3% | 3% | i | 0.5%
CCOCCCn1c(SCC(=O)NC(C)C)nc2ccccc2c1=O | 0% | 12% | 0% | -3% | 1% | -1% | -12% | i | -0.4%
CCN(C[C@H]1N[C@@](Cc2ccccc2)(C(=O)OC)[C@H]2C(=O)N(Cc3ccccc3)C(=O)[C@@H]12)C(=O)COC | -5% | 0% | -1% | 13% | -1% | 21% | -6% | i | 0.6%
Cc1onc(-c2ccccc2)c1C(=O)N1CCCC(C)(C(=O)NS(=O)(=O)C2CC2)C1 (stereo not drawn) | / | 8% | 0% | 1% | -14% | / | / | i | -0.2%[9.22 µM]
O=C(/C=C/c1ccccc1)Nc1nc(-c2cccs2)ns1 | 0% | 0% | / | / | -27% | / | 8% | / | ?
COc1ccc(S(=O)(=O)N2CCCCCC2)cc1C(=O)N(C)Cc1ccc(C)cc1 | -12% | -11% | -4% | 0% | -4% | 6% | -9% | ? | -0.5%
Next part
SMILES | A549 viability | TGFb SMAD3 inh | ATXN2 expr inh | EPAC2 antag | HepG2 tox | MCF10A rerep | Nrf2 block | ATXN viability | Nrf2 ARE act
CC[C@]12c3[nH]c4ccccc4c3CCN1C(=O)C(CC(=O)NCC13CC4CC(CC(C4)C1)C3)C[C@@H]2C(=O)N1CCN(C(=O)C2CC2)CC1 (stereo partly drawn) | ? | -27% | 0% | 6% | -3% | 3% | ? | ? | 5.8%
COC(=O)c1ccccc1NC(=O)CN(C1CCCCC1)S(C)(=O)=O | -3% | 7% | -13% | -7% | 2% | 0% | -8% | i | -0.3%
CSCc1ccc(C(=O)N2CCC(CCC(=O)N(C)Cc3ccccc3)CC2)o1 | 0% | 0% | 6% | -3% | -16% | 4% | 11% | i | 2.0%
COC(=O)CNC(=O)CNC(=O)Nc1ccccc1 | 1% | -24% | 11% | 11% | 2% | -2% | 9% | i | 0.2%
COc1ccc(N=C2SC(C(=O)Nc3ccc(F)cc3)CC(=O)N2C)cc1 (stereo not drawn) | -8% | 4% | -9% | 0% | -1% | 17% | -5% | i | 0.6%
CN(C)CCC(=O)c1ccc(F)cc1 | -2% | -9% | 10% | 0% | -3% | ? | 7% | i | ?
CCc1ccc(N2C(=O)N(CC(=O)C(C)(C)C)c3ccccc3S2(=O)=O)cc1 | -12% | -13% | 16% | / | -30% | / | / | i | -0.9%
Cc1[nH]c(=S)[nH]c(=O)c1CCCO | 1% | -13% | 4% | 3% | -2% | -22% | 0% | i | -0.6%
CC(C)C[C@H]1COCCS(=O)(=O)N1Cc1ccccc1F | -6% | -2% | 4% | 3% | 0% | -8% | 15% | i | 2.5%
CC(OC(=O)Cn1cc(C(F)(F)F)ccc1=O)C(=O)N(C)c1ccccc1 (stereo not drawn) | -5% | -10% | -8% | 22% | -2% | 1% | -2% | i | 0.0%
COc1ccccc1NS(=O)(=O)c1ccc(NC(=O)c2nc3nc(C)cc(C(F)F)n3n2)cc1 | -5% | 7% | 5% | 6% | -14% | -7% | -19% | i | -0.6%
Cn1cnc(S(=O)(=O)N2CCC(C(=O)N3CCN(c4cccc(C(F)(F)F)c4)CC3)CC2)c1 | 10% | -2% | / | / | -7% | / | / | / | -0.4%
O=c1cc(N2CCC3(CC2)OCCO3)[nH]c(=O)n1-c1ccc(Cl)cc1 | 10% | -3% | 15% | 1% | -4% | -3% | / | i | -0.3%
Cc1ccc(NC(=O)CSc2nnc(-c3n[nH]c4ccccc34)n2-c2ccccc2)c(C)c1 | 0% | ? | -15% | -2% | -1% | ? | ? | i | 6.2%
COc1ccc(Nc2nnc(-c3ccc(O)cc3)c3ccccc23)cc1C(N)=O | 0% | -22% | / | 11% | -56% | ? | 0% | i | 3.9%
O=[N+]([O-])c1ccccc1OCCCCN1CCCCC1 | 0% | -27% | -4% | 4% | -1% | 5% | 0% | i | 2.3%
O=C(Nc1nncs1)c1cc2c(s1)CCC2 | 2% | -5% | -5% | 0% | 0% | -4% | ? | i | 0.8%
O=C(Nc1ncnc2c1ncn2C1OC(COC(=O)c2ccccc2)C(F)C1O)c1ccccc1 (stereo not drawn) | -3% | 0% | 34% | -4% | -8% | -2% | -5% | i | 4.3%
O=C(NC(Cc1ccc(O)cc1)C(=O)O)/C(=C/c1ccccc1)NC(=O)c1ccccc1 (stereo not drawn) | -15% | -18% | 2% | 31%[activator] | 1% | 4% | -8% | i | 0.0%
Cc1cc(NC(=O)COc2ccc3oc4ccccc4c3c2)no1 | 0% | -5% | -11% | 10% | -4% | 0% | -12% | i | 0.5%
COc1cc(OC)c(C(=O)NNC(=O)c2ccc(NS(=O)(=O)c3cccs3)cc2)cc1OC | -2% | -1% | 4% | 8% | 2% | -7% | 1% | i | 0.2%
CCCn1c2ccccc2c2cnn(CC(=O)NCCCOC)c(=O)c21 | 5% | 8% | 30% | 7% | -1% | 1% | 0% | i | 2.0%
COC(=O)/C=C1\SC(=NC(=O)c2ccc(-c3ccccc3)cc2)NC1=O | 2% | 10% | 16% | -1% | 0% | ? | 0% | i | 3.3%
CCOc1ccc(C(=O)Nc2ccc3nc(SCCOc4ccccc4)sc3c2)cc1 | 3% | 2% | -5% | / | -2% | / | 9% | i | -0.8%
O=C1/C(=C/c2ccccc2)CSc2sccc21 | 10% | -2% | 48%[activator] | 0% | 6% | -24% | / | i | 2.6%
CCc1cc(C(=O)c2ccc(OC)cc2)c(NC(=O)CN2CCCCC2)s1 | 0% | 1% | / | 0% | 3% | -1% | 2% | i | -0.6%
COc1ccc(C(=O)NCc2nnc(SCC(=O)NO)n2Cc2ccccc2)cc1 | 0% | ? | 7% | 0% | -15% | 7% | 7% | i | 13%
CCn1cc(C(=O)OCC(=O)Nc2cc(Cl)ccc2C)c(=O)c2ccc(C)nc21 | -2% | -8% | 7% | / | -2% | / | 15% | i | -0.7%
Cc1ccn2c(C(=O)NNC(=O)Nc3ccc(Cl)cc3)c(C)nc2c1 | 1% | -21% | -16% | 1% | -17% | -3% | ? | i | 0.1%
O=[N+]([O-])/C(=C\Nc1ccccc1)S(=O)(=O)c1ccccc1 | -1% | 12% | -2% | -23% | 6% | ? | 8% | ? | 0.1%

Reformatted as comma-separated lines: entries from further up
Molecule,A549 viability,TGFb SMAD3 inh,ATXN2 expr inh,EPAC2 antag,HepG2 tox,MCF10A rerep,Nrf2 block,ATXN viability,Nrf2 ARE act
CCOc1ccc(C(=O)Nc2ccc3nc(SCCOc4ccccc4)sc3c2)cc1,3%,2%,-5%,/,-2%,/,9%,i,-0.8%
CN(C)CCC(=O)c1ccc(F)cc1,-2%,-9%,10%,0%,-3%,?,7%,i,?
CC(C)C[C@H]1COCCS(=O)(=O)N1Cc1ccccc1F,-6%,-2%,4%,3%,0%,-8%,15%,i,2.5%
Cc1cc(NC(=O)COc2ccc3oc4ccccc4c3c2)no1,0%,-5%,-11%,10%,-4%,0%,-12%,i,0.5%
